From PubChem
PRC2 inh: blocks human EZH2/PRC2 H3K27 methylation. inhibition, % at 12.5 µM. AID 651548. DELFIA TRF, 1 h. 57,000 tested, 0.35% active;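 active means mean inhibition of replicates at least 50% and every single replicate also reaching 50%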;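 further: dimethyl H3K27 on biotinylated H3 21-44 peptide detected by antibody; plate controls were median neutral control wells for no effect and median positive control wells for full effect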
IDH1 mut inh: IDH1 R132H (human) inhibition; O75874; IDH1 R132H reductase, diaphorase/resazurin fluorescence, 60 min; inhibition, % at 10 µM; 70,000 tested, 0.18% active; in the data active means inhibition above about 34%;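 further: 0% = DMSO and 100% = no enzyme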
Target sequence (O75874 whole entry R132H): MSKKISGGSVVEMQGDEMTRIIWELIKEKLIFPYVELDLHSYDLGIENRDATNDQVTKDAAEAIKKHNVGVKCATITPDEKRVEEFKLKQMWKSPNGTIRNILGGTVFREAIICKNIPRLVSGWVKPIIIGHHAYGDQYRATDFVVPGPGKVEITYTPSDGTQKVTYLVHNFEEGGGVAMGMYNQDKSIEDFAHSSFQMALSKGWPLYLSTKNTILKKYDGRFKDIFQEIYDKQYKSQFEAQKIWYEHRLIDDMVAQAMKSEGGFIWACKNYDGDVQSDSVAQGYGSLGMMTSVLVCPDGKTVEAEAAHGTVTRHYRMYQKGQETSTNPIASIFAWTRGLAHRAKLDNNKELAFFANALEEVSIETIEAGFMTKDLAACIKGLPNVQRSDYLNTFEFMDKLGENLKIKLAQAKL
Active calls of the source: *. A portion of the library; count on the stated rates, not on these rows.

How did COc1cccc(S(=O)(=O)N[C@H]2C=C[C@H](CC(=O)NCc3ccc(F)cc3)O[C@@H]2CO)c1 do in these assays?
PRC2 inh: 6; IDH1 mut inh: -0.3

What do the screens show for `O=C(N[C@H]1CC[C@@H](CCNS(=O)(=O)c2ccccc2Cl)O[C@H]1CO)c1ccc(F)cc1`?
PRC2 inh: -3; IDH1 mut inh: -0.3

How did C[C@@H]1CN([C@H](C)CO)C(=O)c2cc(NC(=O)CCC(F)(F)F)ccc2O[C@@H](C)CCCCO[C@H]1CN(C)Cc1ccccc1 do in these assays?
PRC2 inh: -4; IDH1 mut inh: 2.5

How did CN(C)CC(=O)Nc1ccc2c(c1)[C@@H]1C[C@@H](CC(=O)NCc3ccccn3)O[C@H](CO)[C@@H]1O2 do in these assays?
PRC2 inh: -9; IDH1 mut inh: 0.3

Results for C[C@H](CO)N1C[C@H](C)[C@H](CN(C)C(=O)CCCN(C)C)OCCCC[C@H](C)Oc2ccc(NC(=O)c3ccccc3)cc2C1=O ?
PRC2 inh: -6

What do the screens show for `COC(=O)c1ccccc1NC(=O)CSc1n[nH]c(-c2ccccc2)n1`?
PRC2 inh: 0; IDH1 mut inh: -0.3

How did COc1ccc(NC(=O)Nc2ccc3c(c2)OC[C@@H](C)NC[C@H](C)[C@@H](OC)CN(C)C3=O)cc1 do in these assays?
PRC2 inh: -3; IDH1 mut inh: -0.1

How did O=C(CSc1nnc(-c2ccco2)n1-c1ccccc1)Nc1ccnc2ccccc12 do in these assays?
PRC2 inh: -3; IDH1 mut inh: 1.7

What do the screens show for `COc1ccc(NC(=O)O[C@@H](c2ccc(OCCO)cc2)[C@H](C)CCO)cc1`?
PRC2 inh: -5; IDH1 mut inh: -0.3

How did O=C1c2c(O)cc(O)c([C@@H]3C(=O)c4c(O)cc(O)cc4O[C@H]3c3ccc(O)cc3)c2O[C@@H](c2ccc(O)cc2)[C@@H]1O do in these assays?
IDH1 mut inh: 3.4

How did C[C@@H]1CN([C@@H](C)CO)C(=O)c2cc(NC(=O)C3CCCCC3)ccc2O[C@H]1CN(C)C(=O)NC1CCCCC1 do in these assays?
PRC2 inh: 2

Results for COc1cccc(S(=O)(=O)N(C)C[C@@H]2Oc3ncc(C#CC(C)C)cc3C(=O)N([C@@H](C)CO)C[C@H]2C)c1 ?
PRC2 inh: -17; IDH1 mut inh: -34

Results for C[C@H]1CN([C@@H](C)CO)C(=O)c2cc(C#Cc3ccccc3)cnc2O[C@H]1CN(C)C(=O)C1CC1 ?
PRC2 inh: -13; IDH1 mut inh: -0.8

How did Cc1cccc(CN2CCN(C(c3ccccc3)c3ccc(Cl)cc3)CC2)c1 (centres undefined) do in these assays?
IDH1 mut inh: -1.0

Results for CO[C@@H]1CN(C)C(=O)c2ccc(NC(=O)c3cc(C)on3)cc2OC[C@@H](C)N(CC2CC2)C[C@@H]1C ?
PRC2 inh: 8; IDH1 mut inh: 0.2

What do the screens show for `Cc1ccc(S(=O)(=O)Nc2ccc3c(c2)CC(=O)N([C@H](C)CO)C[C@@H](C)[C@H](CN(C)S(=O)(=O)c2c(C)noc2C)O3)cc1`?
IDH1 mut inh: -0.3

How did CN(C)CC(=O)Nc1ccc2c(c1)[C@H]1C[C@@H](CC(=O)NC3CCCCC3)O[C@H](CO)[C@H]1O2 do in these assays?
PRC2 inh: 5; IDH1 mut inh: 0.3

Results for C=CC[C@]1(C(=O)N2CCCCC2)N=C(c2ccc(OCCCO)cc2)O[C@H]1c1ccccc1 ?
PRC2 inh: -6

How did CC(C)(C)c1ccc(OCC(=O)Nc2ccccc2C(N)=O)c(Br)c1 do in these assays?
PRC2 inh: 24; IDH1 mut inh: -0.5

What do the screens show for `C[C@@H]1CN([C@H](C)CO)C(=O)Cc2cc(NC(=O)Nc3cccc4ccccc34)ccc2O[C@@H]1CN(C)S(=O)(=O)c1cn(C)cn1`?
IDH1 mut inh: -7.2

Reprinted from the part before: 2 compounds, followed by the next part.
How did CC(C)(C)c1ccc(OCC(=O)Nc2ccccc2C(N)=O)c(Br)c1 do in these assays?
PRC2 inh: 24; IDH1 mut inh: -0.5

What do the screens show for `C[C@@H]1CN([C@H](C)CO)C(=O)Cc2cc(NC(=O)Nc3cccc4ccccc34)ccc2O[C@@H]1CN(C)S(=O)(=O)c1cn(C)cn1`?
IDH1 mut inh: -7.2

How did CS(=O)(=O)N(CC(N)=O)c1ccc(F)c(Cl)c1 do in these assays?
PRC2 inh: -6; IDH1 mut inh: -0.1

How did C[C@H](CO)N1C[C@H](C)[C@H](CN(C)Cc2ccncc2)Oc2ccc(NS(=O)(=O)c3ccc(Cl)cc3)cc2C1=O do in these assays?
PRC2 inh: 12; IDH1 mut inh: 3.1

Results for O=C(CN1C(=O)COc2ccc(Cl)cc21)Nc1ccc2c(c1)OCCO2 ?
PRC2 inh: -7; IDH1 mut inh: -0.3

How did C[C@H]1CN([C@@H](C)CO)C(=O)c2cc(C3=CCCC3)cnc2O[C@@H]1CN(C)Cc1cccnc1 do in these assays?
PRC2 inh: -8; IDH1 mut inh: 1.5

Results for COc1cccc(-c2ccc3c(c2)O[C@H](CN(C)Cc2ccncc2)[C@H](C)CN([C@@H](C)CO)S3(=O)=O)c1 ?
PRC2 inh: -1; IDH1 mut inh: 0.1

What do the screens show for `C[C@@H]1CN([C@@H](C)CO)C(=O)c2cc(C3=CCCCC3)cnc2O[C@H]1CN(C)C(=O)c1ccncc1`?
PRC2 inh: 6; IDH1 mut inh: -2.6

How did C[C@@H]1CN([C@@H](C)CO)C(=O)Cc2cc(NC(=O)CCCCCC(=O)Nc3ccccc3N)ccc2O[C@@H]1CN(C)C(=O)Nc1cccc2ccccc12 do in these assays?
PRC2 inh: -59

How did CCCN(C)C[C@@H]1Oc2cc(C#CCC3CCCC3)ccc2S(=O)(=O)N([C@@H](C)CO)C[C@@H]1C do in these assays?
PRC2 inh: 3; IDH1 mut inh: -2.1

Results for O=C(Nc1ccc2c(c1)OCO2)N[C@H]1CC[C@@H](CCNC(=O)C2CCCCC2)O[C@H]1CO ?
PRC2 inh: 7; IDH1 mut inh: 0.3

How did COc1ccc(-c2nnc(SCC(=O)Nc3ccc(C)cc3C)n2-c2ccccc2)cc1OC do in these assays?
PRC2 inh: -147; IDH1 mut inh: -0.2

What do the screens show for `CN(C)Cc1cn(CC[C@@H]2CC[C@H](N)[C@@H](CO)O2)nn1`?
PRC2 inh: -3; IDH1 mut inh: 0.4

Results for C[C@H](CO)N1C[C@H](C)[C@@H](CN(C)C(=O)CCCN(C)C)OCCCC[C@H](C)Oc2ccc(N(C)C)cc2C1=O ?
PRC2 inh: 2; IDH1 mut inh: -0.5

What do the screens show for `C[C@@H]1CN([C@H](C)CO)C(=O)c2cc(NC(=O)Cc3cn(C)c4ccccc34)ccc2O[C@@H]1CN(C)Cc1ccncc1`?
PRC2 inh: -5; IDH1 mut inh: -25

What do the screens show for `COc1ccccc1-c1ccc2c(c1)O[C@@H](CN(C)C(=O)Nc1ccccc1)[C@H](C)CN([C@@H](C)CO)S2(=O)=O`?
IDH1 mut inh: -0.6

Results for C[C@@H]1CCCCO[C@H](CN(C)C(=O)C2CCCCC2)[C@H](C)CN([C@H](C)CO)C(=O)c2cc(NS(C)(=O)=O)ccc2O1 ?
PRC2 inh: 1

What do the screens show for `CNC[C@@H]1OCCCC[C@@H](C)Oc2ccc(NS(=O)(=O)c3ccc(F)cc3)cc2C(=O)N([C@H](C)CO)C[C@H]1C`?
PRC2 inh: -11; IDH1 mut inh: 2.9

Results for C/C=C/c1cnc2c(c1)C(=O)N([C@H](C)CO)C[C@@H](C)[C@H](CN(C)Cc1ccc(F)cc1)O2 ?
PRC2 inh: -8; IDH1 mut inh: -2.2

What do the screens show for `Cc1ccc(-n2c(SCC(=O)Nc3ccccc3-c3ccccc3)nc3ccccc3c2=O)cc1`?
PRC2 inh: 16; IDH1 mut inh: 0.1

What do the screens show for `C[C@@H]1CN([C@@H](C)CO)C(=O)c2cccc(NC(=O)NC3CCCCC3)c2O[C@@H]1CN(C)C(=O)NC1CCCCC1`?
IDH1 mut inh: -1.3

How did CO[C@@H]1CN(C)C(=O)c2cc(NC(=O)CN(C)C)ccc2OC[C@@H](C)N(Cc2ccccc2F)C[C@H]1C do in these assays?
PRC2 inh: -9; IDH1 mut inh: -0.4

Results for COc1ccc(S(=O)(=O)N(C)C[C@H]2OCCCC[C@@H](C)Oc3ccc(NC(=O)CCCCCC(=O)Nc4ccccc4N)cc3C(=O)N([C@H](C)CO)C[C@@H]2C)cc1 ?
PRC2 inh: -27

Results for CCC(=O)Nc1ccc2c(c1)C(=O)N(C)C[C@@H](OC)[C@H](C)CN(C(=O)c1cnccn1)[C@@H](C)CO2 ?
PRC2 inh: 13; IDH1 mut inh: 0.1

What do the screens show for `CC(C)COC(=O)N(C)C[C@H]1OCc2cn(nn2)CCCC(=O)N([C@H](C)CO)C[C@H]1C`?
IDH1 mut inh: 2.9

What do the screens show for `C[C@@H]1CN([C@H](C)CO)C(=O)c2ccccc2-c2ccccc2CO[C@@H]1CN(C)S(=O)(=O)c1ccsc1`?
PRC2 inh: 0

How did Cn1ccnc1CN1CCN(Cc2nccn2C)CC1 do in these assays?
IDH1 mut inh: 2.6

How did CC(=O)N(C)c1ccc(NC(=O)COc2ccc([N+](=O)[O-])cc2)cc1 do in these assays?
PRC2 inh: -1; IDH1 mut inh: -0.3

Results for C[C@H](CO)N1C[C@H](C)[C@H](CN(C)C(=O)Nc2ccc(F)cc2)Oc2ncc(C#CC3CC3)cc2C1=O ?
PRC2 inh: -18; IDH1 mut inh: -6.4

Results for CC(C)CC#Cc1cnc2c(c1)C(=O)N([C@H](C)CO)C[C@@H](C)[C@@H](CN(C)Cc1cncnc1)O2 ?
PRC2 inh: -15; IDH1 mut inh: 2.5

What do the screens show for `Cc1ccc(S(=O)(=O)N(C)C[C@@H]2Oc3ccc(NC(=O)CCC(F)(F)F)cc3C(=O)N([C@H](C)CO)C[C@H]2C)cc1`?
PRC2 inh: 3; IDH1 mut inh: -3.5

What do the screens show for `COc1ccc(CN(C)C[C@@H]2Oc3c(NC(=O)Nc4ccc5c(c4)OCO5)cccc3C(=O)N([C@H](C)CO)C[C@H]2C)cc1`?
PRC2 inh: 1; IDH1 mut inh: 2.9

Results for Cc1ccc2ccc(C(Nc3ccccn3)c3ccc(Cl)c(Cl)c3)c(O)c2n1 (centres undefined) ?
PRC2 inh: -17; IDH1 mut inh: 0.0

How did COc1ccccc1Nc1nc(N)nc(CSc2nnc(C)s2)n1 do in these assays?
PRC2 inh: -4; IDH1 mut inh: -0.7

What do the screens show for `COCC(=O)Nc1ccc2c(c1)OC[C@H](C)N(CCC(F)(F)F)C[C@H](C)[C@H](OC)CN(C)C2=O`?
PRC2 inh: 2; IDH1 mut inh: -0.1

Results for COCc1cn(CC[C@H]2CC[C@H](NC(=O)Nc3ccc(Cl)cc3)[C@@H](CO)O2)nn1 ?
PRC2 inh: -1; IDH1 mut inh: 0.3

What do the screens show for `C[C@H](CO)N1C[C@H](C)[C@@H](CN(C)C(=O)NC2CCCCC2)Oc2c(NC(=O)c3ccc(-c4nccs4)cc3)cccc2C1=O`?
IDH1 mut inh: 0.2

Results for C[C@H]1CN([C@@H](C)CO)C(=O)c2cc(NC(=O)CCC(F)(F)F)ccc2O[C@@H]1CN(C)C(=O)Nc1ccc(C(F)(F)F)cc1 ?
PRC2 inh: -8; IDH1 mut inh: 3.4

How did CO[C@H]1CN(C)C(=O)c2cc(NC(C)=O)ccc2OC[C@H](C)N(CC2CC2)C[C@@H]1C do in these assays?
PRC2 inh: 0; IDH1 mut inh: -0.1

How did C[C@@H]1CN([C@@H](C)CO)C(=O)Cc2cc(NC(=O)Nc3cccc4ccccc34)ccc2O[C@H]1CN(C)CC1CCCCC1 do in these assays?
IDH1 mut inh: -0.2

How did CCCNC(=O)N1C[C@@H](C)[C@@H](OC)CN(C)C(=O)c2ccc(NC(=O)CCC)cc2OC[C@@H]1C do in these assays?
PRC2 inh: 4; IDH1 mut inh: 0.3

How did C[C@H]1CN([C@@H](C)CO)C(=O)Cc2cc(NC(=O)CCC(F)(F)F)ccc2O[C@H]1CN(C)C(=O)NC1CCCCC1 do in these assays?
PRC2 inh: -2; IDH1 mut inh: -0.3

How did Cc1ccc(-c2ccc3c(c2)O[C@H](CN(C)C(=O)NC(C)C)[C@H](C)CN([C@H](C)CO)S3(=O)=O)cc1 do in these assays?
IDH1 mut inh: -0.4

Results for C[C@@H]1CCCCO[C@H](CN(C)C(=O)NC2CCCCC2)[C@@H](C)CN([C@H](C)CO)C(=O)c2cc(NC(=O)c3ccccc3)ccc2O1 ?
IDH1 mut inh: 1.1

What do the screens show for `Cc1ccccc1-c1nnc(SCC(=O)Nc2ccc(S(N)(=O)=O)cc2)n1C`?
PRC2 inh: -1; IDH1 mut inh: 0.5

How did CC(Sc1nnc(-c2ccc(Br)cc2)n1-c1ccccc1)C(=O)O (centres undefined) do in these assays?
PRC2 inh: 1; IDH1 mut inh: 13

Structures above that have an aryl thioether with sulfur outside any ring:
What do the screens show for `COC(=O)c1ccccc1NC(=O)CSc1n[nH]c(-c2ccccc2)n1`?
PRC2 inh: 0; IDH1 mut inh: -0.3

How did O=C(CSc1nnc(-c2ccco2)n1-c1ccccc1)Nc1ccnc2ccccc12 do in these assays?
PRC2 inh: -3; IDH1 mut inh: 1.7

How did COc1ccc(-c2nnc(SCC(=O)Nc3ccc(C)cc3C)n2-c2ccccc2)cc1OC do in these assays?
PRC2 inh: -147; IDH1 mut inh: -0.2

What do the screens show for `Cc1ccc(-n2c(SCC(=O)Nc3ccccc3-c3ccccc3)nc3ccccc3c2=O)cc1`?
PRC2 inh: 16; IDH1 mut inh: 0.1

How did COc1ccccc1Nc1nc(N)nc(CSc2nnc(C)s2)n1 do in these assays?
PRC2 inh: -4; IDH1 mut inh: -0.7

What do the screens show for `Cc1ccccc1-c1nnc(SCC(=O)Nc2ccc(S(N)(=O)=O)cc2)n1C`?
PRC2 inh: -1; IDH1 mut inh: 0.5

How did CC(Sc1nnc(-c2ccc(Br)cc2)n1-c1ccccc1)C(=O)O (centres undefined) do in these assays?
PRC2 inh: 1; IDH1 mut inh: 13
